Bioassay records as filed in PubChem BioAssay.
ELG1 repair inh: qHTS screen for small molecules that inhibit ELG1-dependent DNA repair in human embryonic kidney (HEK293T) cells expressing luciferase-tagged ELG1 | HEK293T ELG1-luciferase reporter, luminescence, 16 h; DNA damage induced by 5-fluorouridine | Potency, µM (highest dose often 46.1 µM), for the others: at the highest dose activity change, negative = inhibition, most hits filed as inhibitors | actives 2.3% (n = 330,000) | AID 504467, 2011; note: potency is the fitted concentration of half-maximal effect; % is set by controls: 0 for no effect and ±100 for the full control effect; nearly all actives have a fitted effect of over 55% in size
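Quantitative HTS, concentration-response format. 2,000 cells/well co-treated with 5-fluorouridine and compound, 16 hr in 5% CO2 at 37 °C; ONE-Glo luminescence read after 30 min.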
Integrin act MD: qHTS for Activators of Integrin-Mediated Alleviation for Muscular Dystrophy; actives 0.064% (n = 350,000); Potency, µM (highest dose often 38.3 µM), inactives show at the highest dose activation, hits mostly activators; alpha7betagal myoblasts, beta-gal FDG fluorescence, 48 h;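 note: potency is the fitted concentration of half-maximal effect; 100% = response of the positive control SU9516; nearly all actives have a fitted effect of over 60% in size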
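Alpha7betagal+/- myoblasts (passage 13) were plated 16-24 hr, then exposed to compounds (1:260 dilution of DMSO stock) for 48 hours at 37C. After MPER lysis, β-galactosidase reporter activity was read as FDG fluorescence (ex 480/em 540) after 30 minutes.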
S-ASM inh: Inhibitors of Secretory Acid Sphingomyelinase (S-ASM): qHTS | Sphingomyelin phosphodiesterase (Homo sapiens), P17405 | placental ASM, HMU-PC fluorogenic substrate, 60 min | Potency, µM (top dose mostly 57.5 µM), without a hit: top-dose activity change, negative = inhibition, actives largely listed as inhibitors | actives 0.006% (n = 340,000); note: potency is the fitted concentration of half-maximal effect
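Fluorogenic HMU-PC substrate (9 uM final) is turned over by placental ASM in 60 min at 37 C after a 10 min compound preincubation. Reaction ended by alkaline stop (pH 10), with fluorescence read at 386/447 nm.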
TCR act: Activators of T cell receptors: qHTS campaign. primary human leukocytes, anti-CD3, IL-2 HTRF, 48 h. Potency, µM (series often up to 9.22 µM), for the others: at the top dose activation of IL-2 secretion, most hits filed as activators. 330,000 tested, under 10 active; note: % of control where 0% means no effect
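IL-2 release read by HTRF sandwich (Eu cryptate donor, d2 acceptor, 665 nm emission) after 48 hr exposure of primary human leukocytes to compound together with anti-CD3 beads in the absence of co-stimulatory signals.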
TSG101-PTAP inh: qHTS Assay for Iinhibitors of HIV-1 Budding by Blocking the Interaction of PTAP/TSG101; Tumor susceptibility gene 101 protein (Homo sapiens), Q99816; Fluorescence polarization, FITC-PTAP peptide / Tsg101 binding; Potency, µM (doses to about 115 µM), for inactives: top-dose activity change, negative = inhibition, hits mostly inhibitors; 340,000 tested, under 10 active; AID 493005, 2010; active = well fitted inhibition curve with a large enough effect in the main read-out, with a control signal flat, not every such curve was filed as active; inconclusive = small, poorly fitted or top-dose-only effect, or effect the other way, or a change in a side signal; inactive = no such curve, though single readings can be large or run the other way; note: potency is the fitted concentration of half-maximal effect; % of control where 0% means no effect
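Steps: Tsg101 binding domain dispensed (10 uM final), compounds pinned in DMSO, FITC-labeled PTAP-motif peptide added (50 nM final); after 20 min binding at room temperature, polarization measured.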
Tb PFK inh: qHTS Assay to Find Inhibitors of T. brucei phosphofructokinase; T. brucei PFK, ADP-Glo luminescence; Potency, µM (series often up to 57.5 µM), without a hit: top-dose activity, negative = inhibition, usual class: inhibitors; actives 0.17% (n = 330,000); AID 485367, 2010;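 note: potency is the fitted concentration of half-maximal effect; 0% = uninhibited 1x PFK enzyme wells and -100% = no-enzyme wells; nearly all actives have a fitted effect of over 60% in size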
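Activity is normalized to no-enzyme wells (full inhibition) and 1.25 nM enzyme wells (no inhibition). Reaction: 0.5 mM F6P, 0.1 mM ATP, 45 min RT, ADP-Glo luminescence; concentration-response curves fitted and classed by quality.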
Mito fusion act: qHTS Assay for Small Molecule Inhibitors of Mitochondrial Division or Activators of Mitochondrial Fusion. S. cerevisiae fusion-defective mutant growth rescue, CellTiterGlo 48 h. Potency, µM (doses to about 46.1 µM), for inactives: at the top dose growth rescue (activation), actives largely listed as activators. actives 0.23% (n = 320,000). AID 485298, 2010;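 note: potency is the fitted concentration of half-maximal effect; % of control where 0% means no effect; nearly all actives have a fitted effect of over 45% in size; temperature-sensitive fusion mutants such as fzo1-1 at 37 °C on non-fermentable ethanol glycerol medium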
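S. cerevisiae fusion-defective temperature-sensitive mutants (e.g. fzo1-1, mgm1-5) grown 48 h at 37C in YPEG (ethanol/glycerol non-fermentable) medium with 23 nl compound per well; growth rescue read as CellTiterGlo luminescence.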
TSHR antag: Antagonists of the Thyroid Stimulating Hormone Receptor: HTS campaign; Thyrotropin receptor (Homo sapiens), P16473; TSHR-expressing cells, TSH-stimulated cAMP HTRF, 2 h; hits give low values; activity change, negative = inhibition, % at 11.5 µM; actives 0.2% (n = 330,000); AID 504810, 2011;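 active = activity change below a set negative limit, meaning inhibition stronger than a set level, cut at about -70% in these data; inconclusive = activity change between two set negative limits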; note: % is set by controls: 0 for no effect and ±100 for the full control effect
Target sequence (P16473 whole entry, looked up): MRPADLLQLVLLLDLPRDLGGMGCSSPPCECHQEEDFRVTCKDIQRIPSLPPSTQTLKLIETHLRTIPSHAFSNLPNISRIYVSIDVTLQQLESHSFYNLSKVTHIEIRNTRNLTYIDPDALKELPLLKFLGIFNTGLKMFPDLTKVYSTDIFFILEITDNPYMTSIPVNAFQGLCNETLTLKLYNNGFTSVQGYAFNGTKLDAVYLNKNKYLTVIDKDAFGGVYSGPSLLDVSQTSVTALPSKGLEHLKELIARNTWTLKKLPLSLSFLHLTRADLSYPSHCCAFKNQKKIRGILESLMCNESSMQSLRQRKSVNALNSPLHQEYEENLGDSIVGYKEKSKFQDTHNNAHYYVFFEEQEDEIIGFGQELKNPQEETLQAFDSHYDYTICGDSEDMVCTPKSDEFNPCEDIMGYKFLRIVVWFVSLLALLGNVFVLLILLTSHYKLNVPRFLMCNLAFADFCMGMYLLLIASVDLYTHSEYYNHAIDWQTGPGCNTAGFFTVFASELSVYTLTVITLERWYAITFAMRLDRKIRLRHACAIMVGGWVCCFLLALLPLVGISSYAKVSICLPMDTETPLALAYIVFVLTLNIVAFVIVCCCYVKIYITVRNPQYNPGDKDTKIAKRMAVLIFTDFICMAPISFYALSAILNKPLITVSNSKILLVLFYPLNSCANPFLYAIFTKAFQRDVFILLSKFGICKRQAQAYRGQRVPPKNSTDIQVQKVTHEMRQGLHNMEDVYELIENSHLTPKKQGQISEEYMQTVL
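TSHR-expressing cells were treated with compounds, then stimulated with TSH at EC80 (4nM final) for 2 hours at 37 deg C. Cellular cAMP was measured by HTRF competition between lysate cAMP and cAMP-d2 for a cryptate-labelled anti-cAMP antibody.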
Eya2 phos inh: qHTS Assay for Inhibitors of the Phosphatase Activity of Eya2 | actives 0.006% (n = 330,000) | Potency, µM (titrated, usually from 76.9 µM), for the others: top-dose activity, negative = inhibition, most hits filed as inhibitors | AID 488837, 2010 | recombinant Eya2, OMFP fluorescence dephosphorylation (OMFP is methylfluorescein phosphate); note: potency is the fitted concentration of half-maximal effect; % is set by controls: 0 for no effect and ±100 for the full control effect
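Eya2 protein (added as 0.2 uM solution) was preincubated with compound for 10 min at ambient temperature in 50 mM HEPES pH 7.5, 50 mM NaCl, 5 uM MgCl2, 0.05% BSA, 1 mM DTT. OMFP (added at 50 uM) then reacted 10 min; fluorescence read at 485/525 nm.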
Chronic BCR inh: qHTS Assay to Find Inhibitors of Chronic Active B-Cell Receptor Signaling. actives 0.05% (n = 340,000). Potency, µM (top dose mostly 46.1 µM), for inactives: at the highest dose ratio change, negative = lower green/red ratio, most hits filed as inhibitors. ABC-DLBCL IkBa-CBG/CBR reporter, luminescence ratio, 4 h; active = well fitted inhibition curve with a large enough effect in the signal ratio, with a control signal flat, not every such curve was filed as active; inconclusive = small, poorly fitted or top-dose-only effect, or effect the other way, or a change in a side signal; the % refers to the signal ratio;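 note: potency is the fitted concentration of half-maximal effect; plate controls were basal doxycycline-induced cells for no effect and cells given 10 µM MG132 for full effect; MG132 reads +100%, hits lower the ratio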
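TMD8 ABC-DLBCL cells carrying doxycycline-inducible green luciferase fused to IkappaBalpha plus unfused red luciferase were exposed to compounds (up to 46 uM) for 4 hrs at 37C. Activity came from the overlap-corrected green/red luminescence ratio.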
A-T KAP1 phos: qHTS Assay for Identifying a Potential Treatment of Ataxia-Telangiectasia; Potency, µM (titrated, usually from 57.5 µM), for the others: at the highest dose activation, most hits filed as activators; actives 0.19% (n = 320,000); AID 485349, 2010; […] A-T fibroblasts, KAP-1 phosphorylation AlphaLISA; neocarzinostatin DNA damage 30 min before lysis; note: potency is the fitted concentration of half-maximal effect; % of control where 0% means no effect; nearly all actives have a fitted effect of over 45% in size
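hTERT-immortalized A-T patient fibroblasts ([…]), 500 cells/well in OPTI-MEM, 1% FBS, got compounds for 60 min, then NCS for 30 min at 37C. Lysates were then assayed for phospho-KAP-1 by AlphaLISA (anti-pKAP1 donor, anti-KAP1 acceptor beads), 6 hr at 25C.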
An asterisk follows results filed as active; u = inconclusive; x = not tested or not shown; & = joins results of further samples; [ ] = dose if it differs, or a comment. Unless noted, calls come from the whole dose curve; as a rule, active = well fitted curve in the direction sought with a large enough effect; inconclusive = small, poorly fitted or top-dose-only effect, or another doubt; inactive = no such curve, though single readings can be large; an effect the other way counts as inactive or inconclusive.

SMILES | ELG1 repair inh | Integrin act MD | S-ASM inh | TCR act | TSG101-PTAP inh | Tb PFK inh | Mito fusion act | TSHR antag | Eya2 phos inh | Chronic BCR inh | A-T KAP1 phos
C[C@H](CO)N1C[C@H](C)[C@@H](CN(C)C(=O)Nc2ccc3c(c2)OCO3)Oc2ccc(NC(=O)NC3CCCCC3)cc2C1=O | -6.4% | -14.0% | -0.2% | -2.6% | -3.2% | 4.0% | x | -5.8 | 9.0% | 0.8% | 1.8%
Cc1cc(=O)[nH]c(N/N=C/C(C)c2ccccc2)n1 (stereo not drawn) | 0.0% | -10.1% | -0.2% | 0.4% | -3.7% | 0.0% | -5.1% | 8.1 | -1.3% | 13.0% | 38.5%
CC(C)(C)OC(=O)N1CCC[C@H]1c1nnc(SCc2ccc(Cl)cc2Cl)o1 | x | -43.0% | 0.4% | -3.3% | -5.2% | x | 1.2% | x | x | x | x
CCOC(=O)N1CCC(N2CCN(S(=O)(=O)c3ccc(NC(C)=O)cc3)CC2)CC1 | -29.3% | 4.4% | 6.7% | x | 0.1% | 3.6% | 1.7% | 9.6 | 4.3% | -0.8% | 1.9%
CN1CCN(S(=O)(=O)c2ccc(NC(=O)COc3ccccc3Cl)cc2)CC1 | -13.0% | 12.6% | 12.2% | 1.5% | -0.7% | -0.5% | -1.7% | -2.8 | 3.6% | -12.0% | 5.9%
CC(=O)c1c(C)n(-c2ccc(C)cc2C)c2ccc(O)cc12 | -28.7% | -6.2% | -7.7% | -1.9% | -0.5% | 0.4% | -30.6% | -1.3 | -10.4% | -8.8% | -12.0%
COC(=O)C1=CN(c2ccc(OC)cc2)C=C(C(=O)OC)C1c1ccc(C)c([N+](=O)[O-])c1 | -13.5% | 2.5% | -2.2% | 0.3%[46.1 µM] | -0.1% | 5.1% | u | -11.7 | 2.0% | -0.7% | -5.5%
CCC(=O)N(Cc1ccco1)Cc1cc2cccc(C)c2n2nnnc12 | 10.2% | 17.0% | -11.6% | -1.8% | 0.1% | 16.9% | -6.3% | -4.8 | -11.6% | 1.2% | -1.5%
CCc1ccc(NC(=O)C(C)OC(=O)C2CCN(c3ccc(C(F)(F)F)cn3)CC2)cc1 (stereo not drawn) | 2.4% | 14.0% | -10.6% | -1.0% | 0.3% | -2.6% | -7.8% | 15.2 | -25.8% | 0.9% | 9.2%
O=C(NCc1ccccn1)C1CCCN(S(=O)(=O)c2cccc3nsnc23)C1 (stereo not drawn) | -3.4% | -8.4% | -0.9% | 1.8% | -8.8% | -7.2% | 1.9% | 6.8 | -12.6% | -5.3% | x
O=C1CSC(=S)N1c1ccc(O)cc1 | -25.3% | u | 0.7% | x | -7.7% | -1.2% | -3.4% | 3.9 | 0.8% | u | -0.2%
N/C(=N\S(=O)(=O)c1ccc(Cl)cc1)N1CCOCC1 | 11.5% | 8.5% | 2.2% | -0.8% | -2.0% | 0.4% | -2.5% | u | 4.9% | 9.9% | 4.5%
COc1ccc(OC)c(S(=O)(=O)n2nc(C)cc2C)c1 | -2.8% | 8.0% | 0.6% | -4.1% | -8.1% | 1.7% | -1.7% | 1.0 | 0.9% | -7.2% | 3.5%
CC(C)C(NC(=O)c1ccccc1)C(=O)NCC(c1ccccc1)N(C)C (stereo not drawn) | 6.9% | 7.5% | -0.5% | -0.6% | -1.1% | -4.1% | -3.1% | 2.1 | -0.6% | 4.9% | 4.6%
Cc1cc(NC(=O)c2cc(-c3ccccc3Cl)nc3ccccc23)no1 | u | -30.2% | -7.7% | 7.1% | -1.8% | -1.7% | 21.9% | -3.3 | 9.0% | u | -20.3%
COc1ccc(C(=O)Nc2ccccc2-c2ccccc2)cc1Cl | -0.1% | 17.2% | -4.0% | 5.7% | 0.7% | 0.5% | 8.1% | 11.1 | -17.0% | 11.1% | 4.0%
COc1ccc(OCC(=O)N/N=C(\C)c2ccc(-n3ccnc3)cc2)cc1 | 12.1% | -5.3% | 0.4% | -10.1%[46.1 µM] | 0.1% | 6.4% | 4.0% | -9.1 | 2.9% | u | 4.7%
CC1(C)C=C(c2ccc(O)cc2)CC(C)(C)N1 | -7.5% | -13.0% | 0.1% | x | -6.9% | 4.4% | -0.9% | 20.1 | -9.3% | 1.2% | 16.0%
CCOC(=O)c1ccc(N2C(=O)CC(N3CCN(C(=O)c4ccco4)CC3)C2=O)cc1 (stereo not drawn) | 0.9% | -12.0% | -2.5% | 5.1% | -5.2% | 0.3% | -8.5% | -8.6 | -2.6% | 1.6% | 1.0%
COCC(C)NC(=O)COCc1cc(-c2ccc3c(c2)OCO3)on1 (stereo not drawn) | 11.8% | u | -0.6% | -6.0% | -0.1% | 0.9% | 8.1% | -8.1 | -12.9% | -3.2% | -8.7%
CNC(=O)c1c(C)[nH]c(=S)c(C#N)c1-c1ccco1 | 1.3% | 21.8% | -2.7% | 1.6% | 2.1% | -17.3% | 2.6% | 2.5 | -5.8% | 6.2% | -3.7%
COc1ccccc1C(=O)NCC(=O)NNC(=O)C1COc2ccccc2O1 (stereo not drawn) | -0.6% | 11.8% | 0.1% | -0.4% | 1.5% | 1.9% | -3.1% | 1.8 | 6.6% | -20.9% | 1.8%
O=C(Cc1ccc(F)cc1)Nc1nnc(SCC(=O)N2CCCCC2)s1 | -2.5% | 2.7% | 1.3% | x | -5.1% | 0.6% | -0.9% | 16.6 | 1.7% | 3.8% | 0.3%
C/C(=N\OCc1nc2ccccc2c(=O)n1/N=C/c1cc(C)cc([N+](=O)[O-])c1O)c1ccccc1 | u | 0.7% | 1.0% | -1.6% | -3.1% | -6.4% | -1.3% | -12.8 | -10.8% | u | 12.7%
O=C1C(=Nc2cccc(Cl)c2)CC(c2ccc(Cl)cc2)N1c1cccc(Cl)c1 (stereo not drawn) | 8.8% | 14.3% | -10.0% | -17.6% | 0.0% | -6.9% | -5.4% | 7.4 | 3.9% | 1.4% | 3.8%
Cn1nccc1C(=O)Nc1nnc(C2CC2)s1 | 11.4% | -1.6% | 2.5% | -249.3% | -1.0% | -0.2% | 2.1% | -4.7 | -1.9% | -2.5% | 1.0%
CCCc1[nH]n(-c2ccc(F)cc2)c(=O)c1C=NCC1CCCO1 (stereo not drawn) | 3.3% | -9.3% | 1.7% | -4.7% | 2.5% | -1.2% | 2.5% | 5.7 | -5.0% | 9.9% | 0.1%
COc1cc(CC(=O)OCC(=O)Nc2ccc(N3CCOCC3)cc2)cc(OC)c1OC | 12.1% | -5.3% | 2.3% | -5.4% | -7.7% | -5.2% | 0.3% | -4.9 | -14.3% | -2.6% | 1.4%
COc1ccc(OC)c(CNC(=O)C2CCN(S(=O)(=O)N3CCCCC3)CC2)c1 | -0.1% | u | 4.8% | -72.9% | 0.5% | 5.2% | -0.3% | 26.6 | -20.3% | 3.6%&-2.1% | 12.1%
C/C(=N\NC(=O)c1ccccc1)c1ccc(-n2ccnc2)cc1 | u | 6.5% | -2.1% | -4.0%[46.1 µM] | 1.2% | -1.8% | -2.9% | 8.8 | -5.1% | u | -8.9%
